ERAP1 inh: inhibitors of human ERAP1 aminopeptidase; AID 652197; recombinant ERAP1, Leu-AMC fluorescence, 60 min; actives 0.15% (n = 340,000); inhibition, % at 10.7 µM;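 active = mean replicate inhibition of at least 30%, or all replicates individually reaching that 30% level; inactive = mean below 30% and not every replicate reaching it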;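 note: 0% = neutral control wells and 100% = L-leucinethiol positive control wells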
Target sequence (Q9NZ08 whole entry, looked up): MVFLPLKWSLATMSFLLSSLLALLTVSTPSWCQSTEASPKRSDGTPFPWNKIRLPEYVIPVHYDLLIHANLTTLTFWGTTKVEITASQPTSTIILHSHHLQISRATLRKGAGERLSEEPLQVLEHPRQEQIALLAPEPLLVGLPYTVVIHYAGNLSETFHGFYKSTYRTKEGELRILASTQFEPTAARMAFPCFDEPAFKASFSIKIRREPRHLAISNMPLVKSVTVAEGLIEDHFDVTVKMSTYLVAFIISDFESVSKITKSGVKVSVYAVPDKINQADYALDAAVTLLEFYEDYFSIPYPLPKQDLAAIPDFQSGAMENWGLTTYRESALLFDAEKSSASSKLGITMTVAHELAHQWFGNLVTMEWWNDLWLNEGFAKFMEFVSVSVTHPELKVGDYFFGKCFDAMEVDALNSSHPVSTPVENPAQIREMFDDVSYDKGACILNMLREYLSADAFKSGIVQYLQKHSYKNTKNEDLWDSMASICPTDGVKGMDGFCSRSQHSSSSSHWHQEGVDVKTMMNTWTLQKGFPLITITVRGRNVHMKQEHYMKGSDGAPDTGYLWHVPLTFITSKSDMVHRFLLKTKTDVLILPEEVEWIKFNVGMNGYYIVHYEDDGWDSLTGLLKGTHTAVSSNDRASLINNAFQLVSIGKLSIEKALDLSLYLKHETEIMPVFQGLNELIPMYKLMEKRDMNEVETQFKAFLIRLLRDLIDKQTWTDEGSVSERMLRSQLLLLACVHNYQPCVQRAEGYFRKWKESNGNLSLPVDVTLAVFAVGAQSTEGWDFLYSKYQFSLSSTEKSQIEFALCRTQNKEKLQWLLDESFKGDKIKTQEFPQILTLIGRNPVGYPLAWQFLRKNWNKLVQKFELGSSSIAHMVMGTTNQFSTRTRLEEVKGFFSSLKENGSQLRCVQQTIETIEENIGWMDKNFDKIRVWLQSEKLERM
ERp5 inh: ERp5 (human) disulfide isomerase inhibition; Q15084; ERp5 insulin aggregation, absorbance 650 nm, 90 min; inhibition, % at 9.99 µM; actives 0.05% (n = 350,000); AID 651711;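 active = mean replicate inhibition above about 25%, with every replicate also reaching it, limit read from the data, passing the limit was not always enough; inconclusive = only one of those two criteria met; inactive = neither criterion met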
XiGFP reactiv: X-chromosome reactivation activator. XiGFP mouse fibroblasts, % GFP-positive cells imaging, 3 d; cells co-treated with 5-aza-dC sensitizer; scaled so ellipticine positive control = 100%. activation, % at 7.58 µM. actives 0.055% (n = 360,000);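 active = mean normalized replicate activation at least 10% and every replicate at or above 10%; inconclusive = only one of the two criteria met; inactive = mean below 10% and not all replicates reach 10%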;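 note: 0% = median of on-plate neutral control wells and 100% = ellipticine 6 µM median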
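Schedule: 3 d treatment, 15 min room-temperature fixation; system: 68-5-11 XiGFP fibroblast line; buffer or medium: DMEM plus 5-aza-dC sensitizer; control set: ellipticine 6 µM positive control; compound: one concentration, pinned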
E-sel inducer: induces E-selectin expression in human endothelial cells | HUVEC E-selectin immunofluorescence imaging; normalized: neutral wells 0, TNF-alpha wells 100 | activation, % at 7.58 µM | actives 0.37% (n = 260,000) | AID 686992 | P16581;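 active = mean E-selectin-positive cell signal at least 10% of the positive control, reached in at least 60% of replicates, without over 20% cell loss; inconclusive = no rule given, readout overlaps actives, possibly toxicity-flagged; inactive = the rest, including those meeting only one limit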;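 note: in these data hits start at about 27%; measured in HUVEC primary endothelial cells; signal is the percent of cells scored E-selectin positive by PE staining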
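Read-out: % PE-positive cells | Test system: HUVEC | Doses: One compound dose added by pin transfer | Buffer or medium: EGM-2 over gelatin coat | Signal: Immunofluorescence imaging | Benchmarks: TNF-alpha, DMSO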
RAD52 inh: RAD52 (human) annealing inhibition | P43351 | recombinant RAD52 DNA annealing, FRET fluorescence | inhibition, % at 18.7 µM | actives 0.46% (n = 360,000);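 active = every replicate showing at least 50% inhibition; inconclusive = mean inhibition at least 50% but not in every replicate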
RAD54 inh: RAD54 (human) branch migration inhibition; Q92698; RAD54 Holliday junction branch migration, FAM/BHQ fluorescence; inhibition, % at 10.4 µM; actives 0.14% (n = 360,000); AID 602329;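 active = mean normalized replicate activity at least 40 and at least half of replicates scoring 40 or more; inconclusive = only one of the two criteria met; inactive = mean below 40 and under half of replicates reaching 40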;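 note: 0% = median of neutral control wells and 100% = median of positive control wells; inhibitors cause a drop in the FAM fluorescence signal; in these data hits start at about 50%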
esBAF inh: SWI/SNF esBAF complex inhibition; mouse ES cells, Bmi1-luciferase knock-in reporter, 24 h; 100% = twice the neutral-well signal; reporter increase, % at 12.5 µM; actives 2% (n = 350,000); in the data active = activation above about 40%; inconclusive = no clear call, values can overlap the other calls;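 note: 0% = median of the plate's neutral control wells and 100% = double that signal; a rise in the Bmi1 reporter signal indicates esBAF inhibition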
S100A4 inh HTS: blocks human S100A4 binding to myosin IIA peptide; inhibition, % at 10.7 µM; actives 0.14% (n = 360,000); P26447; S100A4/TAMRA-MyoIIA peptide fluorescence polarization;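 active = mean inhibition of at least 70% across replicates, with every replicate also reaching that level; inconclusive = mean inhibition reaches 70% but some replicates fall short; inactive = mean inhibition below 70%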
Target sequence (P26447 whole entry, looked up): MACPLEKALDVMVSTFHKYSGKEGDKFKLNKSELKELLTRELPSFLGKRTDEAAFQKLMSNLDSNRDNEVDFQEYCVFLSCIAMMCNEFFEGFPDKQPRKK
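Material: S100A4 monomer (human). Medium: Calcium-containing HEPES buffer, pH 7.2. Probe or stimulus: labelled myosin peptide probe, 5 nM. Compound dosing: one concentration per compound. Timing: polarization read 5 min after assay mix addition, stable 5–60 min. Benchmarks: DMSO as neutral control, TFP as positive control.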
* hit, by the source's call; ? = inconclusive; . = no result given.

SMILES	ERAP1 inh	ERp5 inh	XiGFP reactiv	E-sel inducer	RAD52 inh	RAD54 inh	esBAF inh	S100A4 inh HTS
CN(C)CCOc1ccc2c(c1)C(=O)C(=Cc1ncc([N+](=O)[O-])n1C)C2	7	24	0.7	0.7	88*	62*	-55	14
C[C@@H]1CCCCO[C@H](CN(C)C(=O)NC2CCCCC2)[C@@H](C)CN([C@H](C)CO)C(=O)c2cc(NC(=O)CCCN(C)C)ccc2O1	-1	-2	0.0	-0.2	-28	-4	-3	6
CCOc1ccccc1C(=O)NCC(=O)OCC(=O)N1CCCC1	-3	5	0.2	-0.3	-3	-2	-1	7
COCC#Cc1cnc2c(c1)C(=O)N([C@H](C)CO)C[C@@H](C)[C@H](CN(C)C(=O)C1CC1)O2	-2	-1	0.2	-0.3	7	12	.	-4
CCCN1[C@@H]2Cn3c(cccc3=O)[C@H]1[C@@H](C(=O)Nc1ccccc1)[C@@H]2CO	0	-1	0.4	0.4	7	9	3	0
CCN(CC)C(=O)c1ncn2c1C(=O)N(C)CC2	5	7	0.6	-0.1	-12	3	-3	-2
C[C@H](CO)N1C[C@H](C)[C@H](CN(C)C(=O)Nc2ccc(F)cc2)Oc2ccc(NC(=O)c3ccncc3)cc2C1=O	0	6	-1.3	-0.5	-1	5	-6	-31
COc1cc(/C=N/n2nnnc2N)ccc1OC(C)=O	-1	6	0.0	1.8	2	-10	-3	-2
Cn1nnc2cc(C(=O)Nc3ccccc3)ccc21	-3	-6	0.0	.	-6	4	16	-2
CC(NC(=O)c1ccc(Cl)cc1)C(=O)N1CCCCC1 (configuration not stated)	10	0	0.1	1.1	-1	-3	8	2
C[C@@H]1CN([C@@H](C)CO)C(=O)c2cc(C#CCN(C)C)cnc2O[C@@H]1CN(C)S(=O)(=O)c1cn(C)cn1	-1	-4	-2.0	0.1	7	-6	-15	1
CCc1c(C)nc(N2CCN(c3ccc(Cl)cc3)CC2)[nH]c1=O	-1	-2	0.0	7.9	-12	6	-2	1
CC(=O)N(CCCCl)C(C#N)c1ccccc1 (configuration not stated)	0	-5	0.0	.	-18	.	.	-5
Cc1ccc2[nH]c(O)c(N=NC(=O)CCc3ccccc3)c2c1Br	.	.	0.1	-0.2	.	6	-9	.
COCCNC(=O)CN(Cc1ccc(F)cc1)C(=O)CCC(=O)Nc1nccs1	1	-2	0.0	-0.3	-8	2	2	2
CNC[C@H]1Oc2cc(C#Cc3ccccc3OC)ccc2S(=O)(=O)N([C@@H](C)CO)C[C@@H]1C	-2	1	0.0	-0.1	-38	-9	-3	-4
COc1ccc(S(=O)(=O)N2CCC[C@H]2C(=O)N2CCC[C@H]2C(=O)NCc2ccncc2)cc1C	2	4	-0.1	-0.2	-12	.	.	-5
[O-]/[N+](=C\c1ccccc1)c1ccccc1	-2	0	0.7	0.0	11	16	13	-6
C/C=C/c1cnc2c(c1)C(=O)N([C@H](C)CO)C[C@H](C)[C@H](CN(C)C(=O)Nc1ccc(F)cc1)O2	3	-1	-1.1	0.1	11	3	-9	6
CC(C)c1ccc(NC(=O)C(=O)C2C(=O)Nc3ccccc32)cc1 (configuration not stated)	2	2	0.6	13	-16	.	.	-4
C[C@H]1[C@@H](c2ccccc2)Oc2ccc(Cl)cc2S(=O)(=O)N1Cc1ccc(Cl)cc1	-2	2	0.8	-0.1	11	.	.	-1
Nc1[nH]c(C(=O)c2ccccc2)c(-c2ccc3c(c2)OCO3)c1C(=O)NCCc1c[nH]c2ccccc12	1	-2	-0.2	0.0	6	.	.	3
CCCN(C)C[C@H]1Oc2ncc(-c3cccnc3)cc2C(=O)N([C@@H](C)CO)C[C@H]1C	0	0	-1.0	-0.5	-4	-5	-6	-7
O=C(Cn1cnc([N+](=O)[O-])n1)N/N=C/c1ccc2ccccc2c1	-3	2	0.3	.	-15	.	.	4
O=C(C[C@H]1C[C@@H]2c3cc(NC(=O)CC4CC4)ccc3O[C@@H]2[C@H](CO)O1)NCc1cccc(F)c1	-3	-99	0.0	-0.2	-7	6	-8	25
COc1ccc(C2c3ccsc3CCN2C(=O)NC(C)(C)C)cc1 (configuration not stated)	.	-1	0.0	.	-27	.	.	11
CC(=O)Nc1ccccc1-c1nc2ccc(C(=O)N3CCN(c4cc(C)ccc4C)CC3)cc2[nH]c1=O	1	3	0.0	0.0	-3	7	7	17
CCc1ccc(CCC(=O)Nc2ccc(Br)cc2)o1	3	-2	0.0	.	-4	4	0	7
O=C1c2cccc3c(N4CCOCC4)c([N+](=O)[O-])cc(c23)C(=O)N1c1cccc2ccccc12	0	7	-0.1	0.1	-16	.	-5	-11
CCc1csc(N2[C@H](CO)[C@@H](c3ccc(C4=CCCC4)cc3)[C@@H]2C#N)n1	-3	8	0.0	0.2	-157	-6	0	-12
CC12CN3CC(C)(CN(C1)C3c1ccc3c(c1)OCO3)C2 (configuration not stated)	-9	-3	0.0	.	-6	.	.	0
O=c1cc(-c2ccccc2Cl)oc2c(NS(=O)(=O)c3cccs3)ccc(O)c12	0	-18	0.0	0.1	-9	2	0	-10
Cc1ccc(-c2nnc(N3CCOCC3)c3ccccc23)cc1S(=O)(=O)N(C)C	-5	3	0.1	0.2	2	-5	2	1
O=C(CNC(=O)[C@@H]1Cc2ccccc2CN1)NC1CCCC1	-7	-4	0.0	.	-3	-19	3	19
CCOC(=O)C1CCN(c2c(N3CCCCCC3)c(=O)c2=O)CC1	2	6	0.0	-0.3	-8	4	-5	-8
O=C(O)C1CCCCC1C(=O)NCCCn1ccnc1 (configuration not stated)	0	?	.	.	-6	.	.	1
C[C@@H]1CN([C@H](C)CO)C(=O)c2cc(NC(=O)Cc3cn(C)c4ccccc34)ccc2O[C@@H]1CN(C)Cc1ccc(C(F)(F)F)cc1	1	5	0.9	.	-6	2	-1	-5
COc1ccccc1CC1(C)C(=O)Nc2c(Cl)cccc21 (configuration not stated)	-2	-3	-0.1	1.3	-13	2	-3	-11
CC(C)CCN(C(=O)c1csnn1)C(C(=O)NC1CCCC1)c1ccc(F)cc1 (configuration not stated)	3	-1	0.1	-0.1	1	-9	2	4
Cc1ccc(OCC(=O)NNC(=O)C2CSC3(C)CCC(=O)N23)cc1 (configuration not stated)	2	7	0.0	0.0	-8	5	-2	-1
C[C@@H](O)C#Cc1ccc([C@H]2[C@H]3CN(CC4CC4)CCCCN3[C@H]2CO)cc1	-3	-2	0.1	-0.3	2	2	5	-17
Cc1ccc(-c2ccc([C@@H]3[C@@H](CO)N4C(=O)CN(C(=O)Cc5ccccn5)C[C@H]34)cc2)cc1	-1	-5	0.0	-0.2	-29	.	.	4
O=C(COC(=O)c1n[nH]c2ccccc12)Nc1ccccc1F	-5	-5	0.1	0.1	-21	4	123*	-1
Cc1cccc(C)c1NC(=O)c1csc(COCCO)n1	1	1	0.0	-0.1	-9	-4	-2	-2
C/C(CCc1oc2c(Br)cc(Br)cc2c1-c1ccc(C)o1)=N\O	5	2	.	.	-26	4	-1	-8
O=C(NCCS(=O)(=O)N1CCN(c2cccc(Cl)c2)CC1)c1ccco1	-2	-13	-0.7	-3.1	-6	-2	-2	-2
CCOC(=O)c1sc2ncn(CC(=O)N(CC)CC)c(=O)c2c1C	-3	4	.	.	1	3	-3	-15
O=S(=O)(c1ccc(Cl)cc1)N1CCC(c2nc3ccccc3[nH]2)CC1	4	-2	0.4	0.3	-19	9	.	-2
Cc1cc(OCC(=O)Nc2ccccn2)c2c(C)cc(=O)oc2c1	-1	5	-0.1	0.1	-9	9	10	-2
COc1ccc(S(=O)(=O)Nc2ccc3c(c2)CC(=O)N([C@@H](C)CO)C[C@H](C)[C@H](CN(C)S(=O)(=O)c2ccc(C)cc2)O3)cc1	2	5	0.3	-0.2	3	-8	-5	5
C[C@H](CO)N1C[C@H](C)[C@@H](CN(C)C(=O)Nc2ccc(F)cc2)Oc2c(NC(=O)Nc3cccc4ccccc34)cccc2C1=O	-3	-3	-0.8	8.8	-8	-9	7	-3
O=C(CN(c1ccccc1Cl)S(=O)(=O)c1ccccc1)N/N=C/c1ccccc1C(=O)O	0	-3	-0.1	.	-13	.	.	-2
CCNC(=O)CNC(=O)c1nn(Cc2ccccc2)c(=O)c2ccccc12	-1	4	0.1	-0.1	-6	-7	2	0
COc1cc(OC)cc(C(=O)NC(C(=O)Nc2ccc3c(c2)CCC3)C(C)C)c1 (configuration not stated)	2	-6	0.0	.	-6	-9	-1	-1
O=C(NCCc1ccc(Cl)cc1Cl)c1cc([N+](=O)[O-])c[nH]c1=O	2	0	0.0	.	-3	0	5	-2
Cc1ccc(NC(=O)CSc2n[nH]c(N)n2)cc1S(=O)(=O)N1CCOCC1	2	-4	0.1	-0.1	-9	-6	-2	-3
Cc1cc2nc(-c3ccccn3)c(-c3ccccn3)nc2cc1C	-1	-2	0.6	0.1	-8	9	18	1
C[C@H]1CN([C@@H](C)CO)C(=O)c2cc(-c3cccc(F)c3)cnc2O[C@@H]1CN(C)S(=O)(=O)c1cccc(F)c1	0	-5	-0.2	-0.1	-5	0	.	0
CCN1C(=O)S/C(=C/c2ccc(Sc3nc4ccccc4[nH]3)o2)C1=O	3	-1	0.1	-1.8	-39	-1	9	16
CNc1c(N)c(=O)oc2ccccc12	7	-10	0.0	.	-12	0	17	-2

Given field by field: entries from further up
compound: COc1ccc(S(=O)(=O)Nc2ccc3c(c2)CC(=O)N([C@@H](C)CO)C[C@H](C)[C@H](CN(C)S(=O)(=O)c2ccc(C)cc2)O3)cc1
- ERAP1 inh: 2
- ERp5 inh: 5
- XiGFP reactiv: 0.3
- E-sel inducer: -0.2
- RAD52 inh: 3
- RAD54 inh: -8
- esBAF inh: -5
- S100A4 inh HTS: 5

compound: C[C@H](CO)N1C[C@H](C)[C@@H](CN(C)C(=O)Nc2ccc(F)cc2)Oc2c(NC(=O)Nc3cccc4ccccc34)cccc2C1=O
- ERAP1 inh: -3
- ERp5 inh: -3
- XiGFP reactiv: -0.8
- E-sel inducer: 8.8
- RAD52 inh: -8
- RAD54 inh: -9
- esBAF inh: 7
- S100A4 inh HTS: -3

The list goes on:
SMILES	ERAP1 inh	ERp5 inh	XiGFP reactiv	E-sel inducer	RAD52 inh	RAD54 inh	esBAF inh	S100A4 inh HTS
COCCN(C(=O)c1ccccc1OC)c1nnc(C)s1	9	0	0.0	6.5	-18	11	-4	-5
COc1ccc(C(=O)Nc2ccccc2C(=O)N/N=C/c2ccncc2)cc1OC	3	0	0.2	11	-5	.	.	-4
CC1CCN(C(=O)COC(=O)C23CC4CC(CC(O)(C4)C2)C3)CC1	1	-1	0.4	-0.4	-1	-2	20	2
Cc1ccc(S(=O)(=O)N(C)C)cc1NC(=O)C(C)NC(C)c1cccs1 (configuration not stated)	1	-2	0.0	.	-21	-2	-1	-3
CNc1cncc(-c2cccc(C(=O)N3CCOCC3)c2)n1	11	-3	0.0	0.8	-14	2	-6	0
O=C(NCc1ccncc1)C(=O)NCC1OCCN1S(=O)(=O)c1ccccc1 (configuration not stated)	-4	6	0.0	0.6	-93	-8	-2	1
O=C(C[C@@H]1CC[C@@H]2NC[C@H](O)COC[C@H]2O1)NCCc1ccccc1	-1	7	0.1	-0.1	-2	6	-2	-12

Compound activity (PubChem BioAssay)

Random draw from the library, and some 2.5% of all compounds hit somewhere here.
